POLB inh = inhibitors of human DNA polymerase beta | P06746 | Pol beta primer extension/strand displacement, fluorescence kinetic | Potency, µM (series often up to 114 µM), inactives show at the highest dose activity change, negative = inhibition, usual class: inhibitors | 1.3% of 340,000 active | AID 485314; further: on the % scale 0 is the no-effect control and ±100 the full control effect
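Kinetic readout of DNA synthesis with strand displacement by Pol beta. Compound and 10 nM enzyme sit 15 min at room temperature; 50 nM substrate starts the reaction, read immediately and at 10 min.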
JMJD2A Tudor inh = inhibitors of human JMJD2A Tudor domain; Potency, µM (doses to about 114 µM), for inactives: at the top dose activity change, negative = inhibition, hits mostly inhibitors; 4.4% of 390,000 active; AID 504339; AlphaScreen JMJD2A-Tudor / H3K4me3 peptide binding; O75164; further: on the % scale 0 is the no-effect control and ±100 the full control effect; nearly all actives have a fitted effect of over 50% in size
G9a block = blocks human histone lysine methyltransferase G9a | Q96KQ7 | G9a H3K9 monomethylation, AlphaScreen, 2 h | Potency, µM (titrated, usually from 102 µM), for the others: top-dose activity, negative = inhibition, hits mostly inhibitors | 8.8% of 350,000 active | AID 504332; further: on the % scale 0 is the no-effect control and ±100 the full control effect; nearly all actives have a fitted effect of over 75% in size
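Using a bead-based AlphaScreen, monomethylated H3K9 product from 2 h room-temperature reactions (G9a 20 nM, peptide 500 nM, SAM 20 uM) was detected with 0.5 ug/mL rabbit anti-H3K9me1 antibody.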
APE1 inh = blocks human APE1 abasic DNA cleavage | Potency, µM (top dose mostly 65.8 µM), for the others: top-dose activity change, negative = inhibition, actives largely listed as inhibitors | 0.35% of 350,000 active | recombinant APE1, TAMRA/BHQ-2 abasic DNA cleavage fluorescence | AID 2517;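 further: plate controls were vehicle for no effect and reference inhibitor for full effect; nearly all actives have a fitted effect of over 55% in size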
Target sequence (P27695 whole entry, looked up): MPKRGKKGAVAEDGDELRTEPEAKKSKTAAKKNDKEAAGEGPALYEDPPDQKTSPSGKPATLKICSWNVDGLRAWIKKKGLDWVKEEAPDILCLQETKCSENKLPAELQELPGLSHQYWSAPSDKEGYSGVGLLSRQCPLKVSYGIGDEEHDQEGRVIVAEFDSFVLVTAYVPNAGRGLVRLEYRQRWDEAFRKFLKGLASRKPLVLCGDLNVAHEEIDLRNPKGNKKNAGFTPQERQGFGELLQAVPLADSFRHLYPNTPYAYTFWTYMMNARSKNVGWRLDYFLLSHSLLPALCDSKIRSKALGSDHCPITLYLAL
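Measures dequenching upon AP-site incision of a 5'-TAMRA/3'-BHQ-2 THF-containing duplex, 50 nM; human APE1 0.75 nM after 15 min room-temperature exposure to compound; kinetic three-point read at one-minute spacing.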
BAZ2B inh = inhibitors of human BAZ2B bromodomain; 4.4% of 360,000 active; Q9UIF8; AlphaScreen BAZ2B-H3K14Ac peptide displacement; Potency, µM (top dose mostly 114 µM), for inactives: at the top dose activity change, negative = inhibition, hits mostly inhibitors; further: on the % scale 0 is the no-effect control and ±100 the full control effect; nearly all actives have a fitted effect of over 60% in size
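AlphaScreen displacement: compounds (up to 110uM) incubated 30 min at room temperature with a preformed 50 nM BAZ2B/50 nM biotinylated H3K14Ac peptide complex in PBS pH 7.4 with Tween-20. Donor and acceptor beads at 10 ug/mL final added, 20 min light-protected before reading.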
POLK inh = blocks human DNA polymerase kappa activity; Q9UBT6; purified Pol kappa, fluorescent DNA synthesis assay, 10 min; Potency, µM (top dose mostly 107 µM), without a hit: at the highest dose activity, negative = inhibition, hits mostly inhibitors; 0.53% of 400,000 active; further: on the % scale 0 is the no-effect control and ±100 the full control effect
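Activity was followed as the change in fluorescence between reads at 0 and 10 min after starting the reaction with 50 nM substrate. Beforehand, 10 nM polymerase had been preincubated with compound for 15 min at room temperature.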
BLM inh = Bloom syndrome helicase (human) inhibition; 0.2% of 350,000 active; P54132; AID 2528; recombinant BLM DNA unwinding, fluorescence dequenching; Potency, µM (doses to about 56.1 µM), without a hit: top-dose activity change, negative = inhibition, usual class: inhibitors;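 further: plate controls were vehicle for no effect and no enzyme for full effect; nearly all actives have a fitted effect of over 35% in size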
Pol iota inh = blocks human DNA polymerase iota activity | Q9UNA4 | Pol iota fluorescent replication assay, 10 min | 1% of 390,000 active | AID 588590 | Potency, µM (highest dose often 115 µM), inactives show top-dose activity, negative = inhibition, usual class: inhibitors
Target sequence (Q9UNA4 whole entry, looked up): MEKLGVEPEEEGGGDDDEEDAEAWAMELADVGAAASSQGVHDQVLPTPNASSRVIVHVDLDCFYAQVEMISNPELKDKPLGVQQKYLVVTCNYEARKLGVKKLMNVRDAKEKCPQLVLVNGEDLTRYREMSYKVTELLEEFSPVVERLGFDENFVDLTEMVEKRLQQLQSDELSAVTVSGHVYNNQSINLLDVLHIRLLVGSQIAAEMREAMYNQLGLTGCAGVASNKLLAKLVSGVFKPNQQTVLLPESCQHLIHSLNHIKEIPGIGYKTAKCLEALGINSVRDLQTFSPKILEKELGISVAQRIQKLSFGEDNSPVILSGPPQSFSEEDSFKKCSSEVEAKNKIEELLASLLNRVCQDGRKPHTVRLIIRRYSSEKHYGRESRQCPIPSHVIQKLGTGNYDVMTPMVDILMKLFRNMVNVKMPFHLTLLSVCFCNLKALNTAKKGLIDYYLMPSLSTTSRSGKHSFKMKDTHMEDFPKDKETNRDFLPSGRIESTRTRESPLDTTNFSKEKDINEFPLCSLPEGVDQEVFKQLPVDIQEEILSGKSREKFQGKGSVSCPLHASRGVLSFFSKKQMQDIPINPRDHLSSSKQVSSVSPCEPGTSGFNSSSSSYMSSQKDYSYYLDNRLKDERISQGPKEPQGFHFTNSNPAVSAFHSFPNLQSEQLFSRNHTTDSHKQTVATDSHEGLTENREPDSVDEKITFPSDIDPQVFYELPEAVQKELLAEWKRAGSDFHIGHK
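Pol iota at 10 nM preincubated 15 min with compounds at room temperature; reaction started with fluorescent substrate, 50 nM final. Fluorescence read kinetically at 0 and 10 min; buffer-only wells as negative control.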
Pol eta inh = inhibitors of human DNA polymerase eta; 1.2% of 390,000 active; Q9Y253; recombinant Pol eta, fluorescent DNA replication assay; Potency, µM (top dose mostly 114 µM), inactives show at the highest dose activity change, negative = inhibition, usual class: inhibitors; further: on the % scale 0 is the no-effect control and ±100 the full control effect
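Pol eta (10 nM) was preincubated with compounds for 15 min at room temperature, after which fluorescent replication substrate (50 nM final) was added to start the reaction. Fluorescence was read kinetically at 0 and 10 min.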
* hit, by the source's call; ? = inconclusive; . = no result given; & = joins results of further samples; [ ] = another dose, or the depositor's remark. The call rests on the fitted dose curve; in most records, active means well fitted curve in the direction sought with a large enough effect; inconclusive means small, poorly fitted or top-dose-only effect, or another doubt; inactive means no such curve, though single readings can be large; an effect the other way counts as inactive or inconclusive. Potency means the concentration at half of the fitted maximal effect.

Order of values – POLB inh | JMJD2A Tudor inh | G9a block | APE1 inh | BAZ2B inh | POLK inh | BLM inh | Pol iota inh | Pol eta inh
[1] Cc1cn2c(=O)cc(COC(=O)c3ccc(NC(=O)c4ccccc4C)cc3)nc2s1
    8% | -7% | 1%[59 µM] | . | -1% | -12%[60.1 µM] | 1% | 18% | -14%
[2] COc1cccc(C(=O)NC2C(=O)N3C(C(=O)O)=C(COC(C)=O)CSC23)c1 (stereo not given)
    . | -9% | -10%[12.7 µM] | 14% | ? | ? | . | ? | 50µM*
[3] COC(=O)c1ccc(NC(=O)c2cccc(C)c2[N+](=O)[O-])cc1
    -16% | -19% | -18% | -3% | -29% | -5% | -5% | -13% | -13%
[4] Clc1cccc(Sc2ccc(-c3ccccn3)s2)c1
    -12% | 265%[activator] | . | 1% | 322%[activator] | -20% | -9% | 43%[activator] | -19%
[5] O=C(NCCOc1ccc(F)cc1)C1CCN(S(=O)(=O)c2ccccc2)CC1
    7% | 7% | 26% | 8% | -3% | -10% | -3% | -8% | -14%
[6] C[C@@H](OC(=O)N(C)Cc1ccccc1)[C@H]1O[C@]2(C)CCCC[C@H]1O2
    . | -3% | -3%[2.33 µM] | 2% | 1% | 4% | . | 17% | -6%
[7] Cc1ccc(C(C)NC(=O)c2c(-c3ccccc3)noc2C)cc1C (stereo not given)
    -2% | 4% | -15% | 36% | 1% | -12% | -1% | 15% | -5%
[8] Cn1c(=O)n(CC(=O)NC2CCCCC2)c(=O)c2ccccc21
    2% | -22% | -13%[12.7 µM] | 6% | -13% | -8% | 2% | 0% | -1%
[9] FC(F)Oc1ccccc1NC(=S)Nc1cccnc1
    -2% | -2% | -3% | -1% | . | 3% | 0% | -8% | -17%
[10] COc1cccc(CNC(=O)CCS(=O)(=O)c2ccc3c(c2)oc(=O)n3C)c1
    -2%&2% | -27%&-5% | 12%[0.0925 µM] | 8% | -7% | -18%&-1% | 0%&-1% | 47%&-6%[activator] | -15%&-3%
[11] Cc1ccc(C(=O)O)cc1NC(=O)Nc1cccc2ccccc12
    41% | -16% | . | -8% | -7% | 4% | -1% | 6% | -10%
[12] Cc1onc(-c2c(Cl)cccc2Cl)c1C(=O)NC(=S)Nc1sc2c(c1C(N)=O)CCC(C)C2 (stereo not given)
    -2% | ? | 45µM* | 5% | 1% | -9% | -2% | -1% | -15%
[13] C=CCn1c(C(C)C)nc2ccccc21
    2% | -14% | -6%[59 µM] | 15% | -37% | -9% | -1% | -2% | 4%
[14] CCOCCCNC(=O)c1ccc2c(c1)ncn2-c1ccc(CC)cc1
    1% | -9% | -29% | 55%[activator] | -19% | 16% | -3% | 46%[activator] | -7%
[15] CC(=O)N1N=C(c2ccc(C)cc2)OC1c1ccc(C)cc1 (stereo not given)
    6% | -3% | 7% | 2% | -5% | 5% | -3% | 21% | -6%

Three compounds from above, sorted by heavy-atom count, lowest first:
Order of values – POLB inh | JMJD2A Tudor inh | G9a block | APE1 inh | BAZ2B inh | POLK inh | BLM inh | Pol iota inh | Pol eta inh
[4] Clc1cccc(Sc2ccc(-c3ccccn3)s2)c1
    -12% | 265%[activator] | . | 1% | 322%[activator] | -20% | -9% | 43%[activator] | -19%
[7] Cc1ccc(C(C)NC(=O)c2c(-c3ccccc3)noc2C)cc1C (stereo not given)
    -2% | 4% | -15% | 36% | 1% | -12% | -1% | 15% | -5%
[14] CCOCCCNC(=O)c1ccc2c(c1)ncn2-c1ccc(CC)cc1
    1% | -9% | -29% | 55%[activator] | -19% | 16% | -3% | 46%[activator] | -7%

Additional results follow:
Order of values – POLB inh | JMJD2A Tudor inh | G9a block | APE1 inh | BAZ2B inh | POLK inh | BLM inh | Pol iota inh | Pol eta inh
[16] O=C(Nc1cc(Br)ccc1O)c1cc(-c2ccco2)on1
    -21% | -9% | -15% | 12% | -9% | -7% | -8% | 103%[activator] | -9%
[17] CCCCc1ccc(NC(=O)CSCc2cc(=O)[nH][nH]2)cc1
    -19% | -26% | ? | 0% | -3% | -21% | -12% | -9% | -6%
[18] Cc1ccc(C2C(C(=O)c3cc4ccccc4o3)=C(O)C(=O)N2c2cc(C)on2)cc1 (stereo not given)
    44% | ? | 0%[0.0925 µM] | -11% | ? | 6% | -14% | 29% | -7%
[19] O=C(Nc1nc(-c2ccccc2)cs1)c1cccc(S(=O)(=O)N2CCN(Cc3ccccc3)CC2)c1
    1% | -29% | ? | -10% | ? | -4% | 3% | -16% | -19%
[20] COCCNc1cc(C)nc2c(-c3ccccc3OC)c(C)nn12
    10% | 6% | 9% | 18% | 11% | 8% | 2% | 20% | -15%
[21] CN1C(=O)C(C)(C)c2cc(S(=O)(=O)N3CCN(c4ccccc4F)CC3)ccc21
    -1% | -32% | . | -4% | 6% | -4% | -3% | 14% | 0%
[22] CCN1CCN(c2ccc(S(=O)(=O)N3CCCCC3)cc2NC(=O)Cc2ccc(OC)cc2)CC1
    2% | -22% | -6%[12.7 µM] | -5% | -10% | -10% | -4% | 94%[activator] | -10%
[23] CCCc1cc(=O)[nH]c(/N=C(/NC(=O)c2ccccc2)Nc2ccc3c(c2)OCCO3)n1
    . | -14% | . | . | . | 4% | . | ? | -6%
[24] Cc1cc(/C=C(\C#N)C(=O)NCc2cccs2)c(C)[nH]1
    10% | -1% | . | 17% | -13% | -3% | -2% | 89%[activator] | -15%
[25] CCn1nc(C)c(Br)c1-c1nc(CS(=O)(=O)c2ccsc2)no1
    -8% | -9% | 13% | 2% | 3% | -13% | -3% | ? | -7%
[26] O=C1COc2ccc(C(=O)COC(=O)c3cnc(Cl)c(Cl)c3)cc2N1
    10% | -19% | -27% | 19% | -1% | -6% | -3% | 6% | -15%
[27] Cc1cc(C)cc(NC(=O)C2CC3CCC2C3)c1 (stereo not given)
    -5% | 13% | 31%[59 µM] | 18% | 7% | 12% | -5% | 10% | -19%
[28] O=C(NCc1ccccc1)c1ccc(Cl)c(S(=O)(=O)N2CCCC2)c1
    . | -14% | . | 12% | . | -8% | . | 14% | -1%
[29] O=C(CCn1c(=O)c2cccn2c2ccc(F)cc21)NCc1ccccc1F
    31% | -3% | 5%[59 µM] | . | -3% | -2% | 1% | 12% | 12%
[30] Cc1c(Cl)cccc1NC(=O)CNC(=O)CCCc1nc2ccccc2c(=O)[nH]1
    . | -3% | 45µM* | -7% | 14% | -7% | . | 12% | -2%
[31] O=C(Nc1cc2c3c(c1)CC(=O)N3CCC2)c1ccc(Br)o1
    . | -18% | ? | 16% | -27% | 2% | . | 12% | -9%
[32] O=C(CSc1nc2ncccc2o1)Nc1cccc(C(F)(F)F)c1
    2% | -4% | -5%[59 µM] | . | -3% | -14% | -2% | 2% | -1%
[33] CCOc1ccc(NC(=O)CSc2nnc(Cn3cnc4ccccc43)n2C)cc1
    -1% | 6% | -8%[59 µM] | 3% | -5% | -5% | 2% | 18% | -19%
[34] Cc1ccc(S(=O)(=O)c2[nH]c(-c3ccccc3)nc2SCC(N)=O)cc1
    12% | -21% | -28%[59 µM] | . | -34% | 0% | -3% | 32%[activator] | -19%
[35] COCCN(CC(=O)NCC1CCCO1)C(=O)CCC(=O)Nc1ccccn1 (stereo not given)
    30% | ? | -2% | 0% | -21% | -15% | -8% | -14% | -10%
[36] O=C(NCCN1CCOCC1)C(=O)NCc1ccc2c(c1)OCO2
    5% | -6% | -10%[12.7 µM] | -1% | -5% | -10% | 0% | 33%[activator] | -11%
[37] CCOC(=O)Nc1c(C(=O)OC)[nH]c2cc(OC)ccc12
    22% | -22% | -30% | -2% | -11% | -10% | -6% | 28% | -13%
[38] CCC(C(=O)O)N1C(=O)/C(=C/C(C)=C/c2ccccc2)SC1=S (stereo not given)
    -11% | ? | ? | 2% | ? | -11% | -19% | ? | -18%
[39] COc1ccc(CCC(=O)NCc2cccc(C(F)(F)F)c2)cc1
    36% | 4% | -8%[2.33 µM] | 24% | 13% | -3% | -4% | -6% | 5%
[40] Cc1nonc1CN(C)C(=O)c1ccc(OC2CCN(C(=O)c3cccnc3)CC2)cc1
    68% | ? | 18%[59 µM] | 10% | -6% | -6% | -1% | 117%[activator] | -14%
[41] COc1ccccc1CNC(=O)CCCCn1c(=O)c2ccccc2n(CC(=O)Nc2cc(Cl)ccc2C)c1=O
    12% | -11% | -20%[59 µM] | . | 1% | 7% | -8% | -6% | 9%
[42] O=C(COC(=O)c1cc[n+]([O-])cc1)Nc1ccc(Cl)cc1C(F)(F)F
    . | -10% | 0% | 11% | -3% | -4% | . | 18% | -6%
[43] Cc1c(C)c2ccc(Oc3ccc([N+](=O)[O-])cc3C(F)(F)F)c(C)c2oc1=O
    2% | -23% | -1% | -1% | 3%[57.1 µM] | 4% | -5% | 73%[activator] | -4%
[44] c1csc(-c2nnc(-c3ccc(N4CCOCC4)cc3)o2)c1
    12% | 5% | -35% | 1% | -3% | -5% | -2% | 9% | -6%
[45] COc1ccc(-c2nsc(NC(=O)c3oc4cc(C)c(C)cc4c3C)n2)cc1
    18% | -14% | -27%[59 µM] | . | 0% | -4% | -9% | 4% | -9%
[46] COc1ccc(NC(=O)CSc2nnc(-c3ccccn3)n2N)cc1Cl
    -29% | -24% | -37% | 13% | ? | -7% | -4% | 21% | -18%
[47] Cc1cc(C(=O)CSc2nnc(-c3ccc(F)cc3)o2)c(C)n1CC1COc2ccccc2O1 (stereo not given)
    19% | 6% | 21%[2.33 µM] | -1% | 3% | 0% | -2% | -6% | -10%
[48] Cc1ccc(S(=O)(=O)Nc2nc(C)c(C)s2)cc1
    0% | -9% | 22µM* | 53% | -28% | 6% | -2% | 37% | -21%
[49] CCOC(=O)c1ccc(NC(=O)CCNS(=O)(=O)c2cccs2)cc1
    11% | -9% | ? | 41% | -1% | -4% | -6% | 44%[activator] | -8%
[50] Cc1cccc(S(=O)(=O)c2c(N)n(Cc3ccco3)c3nc4ccccc4nc23)c1
    5% | -4% | -10% | -5% | 7% | -30% | -15% | ? | ?
[51] CCN(C[C@H]1N[C@@](Cc2ccccc2)(C(=O)OC)[C@H]2C(=O)N(Cc3ccccc3)C(=O)[C@@H]12)C(=O)Nc1ccc(C(F)(F)F)cc1
    . | -8% | . | -6% | . | 1% | . | -7% | -29%
[52] Cc1cc(C)c2nc(N3CCCC(C(=O)NCc4ccccc4F)C3)sc2c1 (stereo not given)
    17% | 5% | 1%[59 µM] | . | -2% | 8% | -3% | 24% | -12%

Screens (PubChem BioAssay)

Only part of the results is shown, so the mix of outcomes need not match the whole.
